# Bioassay records: PubChem BioAssay, several laboratories
# PKA-R1A activ = activators of PKA-R1A complex; PKA-R1A dissociation, Cy5-IP20 fluorescence polarization; scaled: DMSO 0%, 113 µM cGMP 100%; activation, % at 11.4 µM; hit rate 0.083% among 340,000; AID 504707;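 active means percent activation above the mean of all tested compounds plus 3 SD, cut at about 19% in these data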;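 further: higher means more PKAc released from R1A so a rise in polarization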
# dFosB act = activators of mouse delta FosB homodimer; P13346; hit rate 0.99% among 340,000; purified delta FosB, TAMRA-CDK5 oligo fluorescence polarization; percent of positive-control signal above neutral wells; activation, % at 25 µM;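 active means mean activation above about 17%, with every replicate also reaching it, limit read from the data, passing the limit was not always enough; inconclusive means only one of the two conditions met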;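 further: fluorescence polarization rise as delta FosB binds a TAMRA Cdk5 AP-1 oligo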
# Target sequence (P13346 whole entry, looked up): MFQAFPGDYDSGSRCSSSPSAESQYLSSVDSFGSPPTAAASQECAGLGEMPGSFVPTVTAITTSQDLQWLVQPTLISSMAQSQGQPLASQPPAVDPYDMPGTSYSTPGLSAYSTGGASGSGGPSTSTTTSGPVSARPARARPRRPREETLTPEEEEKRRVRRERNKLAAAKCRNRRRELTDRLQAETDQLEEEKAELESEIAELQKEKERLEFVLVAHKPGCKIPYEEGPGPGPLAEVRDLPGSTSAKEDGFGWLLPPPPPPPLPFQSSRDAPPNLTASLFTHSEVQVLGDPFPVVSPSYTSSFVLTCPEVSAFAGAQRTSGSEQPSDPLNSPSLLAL
# NSD2 HMT inh = blocks human histone methyltransferase NSD2; O96028; NSD2 peptide methylation, AlphaScreen, 120 min; inhibition, % at 12.5 µM; hit rate 0.54% among 310,000; AID 743445; in the data active means inhibition above about 50%
# Arr AP2 block = inhibitors of human beta-arrestin and AP2 interaction | FITC-arrestin peptide / GST-AP2 beads, flow cytometry; AP2 beta2 appendage carries R879A mutation | inhibition, % at 10 µM | hit rate 0.31% among 340,000 | AID 504490;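 active means inhibition above a set limit, near 3 SD of compounds lacking own fluorescence, cut at about 54% in these data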;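 further: plate controls were DMSO wells for no effect and 5 µM unlabelled arrestin peptide for full effect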
#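 System: GST-AP2 R879A glutathione beads | Also added: FITC-arrestin peptide, 50 nM | Times: 12 min plus 1 h, RT | Signal: Bead flow cytometry, FITC channel | Buffer or medium: PBS with 0.05% Tween 20 and 0.1% BSA | Read-out basis: Percent drop in bead-associated FITC signal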
# CDK5 p35 inh = inhibitors of human CDK5/p35 kinase; hit rate 0.01% among 330,000; Recombinant CDK5/p35, ADP-Glo luminescence, 60 min; Q00535+Q15078; AID 488839; inhibition, % at 10 µM;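 active means highest replicate inhibition of at least 50% and at least 75% of replicates reaching 50%; inconclusive means only one of the two criteria met; inactive means both criteria failed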;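 further: plate controls were DMSO neutral control for no effect and GW8510 at 10 µM for full effect; many of its hits are not listed in these tables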
# SUMO Mot1 rescue = SUMOylation pathway inhibition by Mot1-301 growth rescue | S. cerevisiae Mot1-301 growth rescue, ATP luminescence, 38.5C; percent above DMSO median, 100 means doubled | growth rescue, % at 18.8 µM | hit rate 1% among 320,000 | AID 2716;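 active means every valid replicate shows activation above 250% relative to neutral control wells; inactive means the rest, any valid replicate at or below 250%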;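 further: OY570 slx delta 5 strain wells were the positive control but not used for scaling; some compounds called inactive have numbers as strong as hits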
# SR-BI uptake up = activators of SR-BI mediated HDL lipid uptake | hit rate 0.096% among 320,000 | CHO ldlA[mSR-BI] cells, DiI-HDL uptake fluorescence, 3 h; 100 = double the neutral-control signal | AID 504775 | activation, % at 12.5 µM;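 active means mean replicate activation of at least 60% and every replicate at or above 60%; inconclusive means mean or all-replicate condition met, but not both; inactive means mean below 60% and not all replicates reaching 60%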;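 further: 0% = median plate neutral-control signal and 100% = twice that signal; values of inactives mirror those of a sister screen read the other way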
#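 Material – SR-BI-overexpressing, LDLR-lacking CHO cells · Medium – BSA-supplemented, HEPES-buffered Ham's F12, pH 7.4 · Doses – single concentration · Times – compound with DiI-HDL co-incubation, 3 h at 37 °C · Measured by – bottom-read fluorescence, 550/595 nm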
# MITF act = activators of MITF-driven TRPM1 promoter activity in SK-MEL-5 cells. SK-MEL-5 TRPM1-promoter luciferase, 24 h; % of positive control, neutral wells = 0. activation, % at 12.5 µM. hit rate 0.75% among 300,000. AID 588334;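 active means mean activation of at least 80% with every replicate also reaching 80%; inconclusive means mean reaches 80% but some replicate falls short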;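 further: 0% = neutral control wells and 100% = parthenolide positive control wells; values of inactives mirror those of a sister screen read the other way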
# Pemphigus Ab inh = human desmoglein-3 autoantibody binding inhibition; DSG3-coupled beads, scFv-anti-DSG3-GFP binding, flow cytometry; hits give low values; binding (percent of control), % at 10 µM; hit rate 0.48% among 310,000; AID 588358;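 active means binding more than 3 SD below its plate's average and above zero; inconclusive means below that plate limit but binding exactly zero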;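 further: hits lower antibody fragment binding to DSG3; some compounds called inactive have numbers as strong as hits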
# SR-BI HDL uptake = mouse SR-BI HDL lipid transfer inhibition. Q61009. AID 488896. hit rate 0.96% among 320,000. ldlA[mSR-BI] CHO cells, DiI-HDL uptake fluorescence, 3 h. inhibition, % at 12.5 µM;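 active means mean replicate inhibition of at least 70% and a set share of replicates each scoring 70 or more; inconclusive means meets just one of the two criteria; inactive means fails both criteria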;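 further: 0% = median of neutral control wells and 100% = median of positive control wells; values of inactives mirror those of a sister screen read the other way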
# Target sequence (Q61009 whole entry, looked up): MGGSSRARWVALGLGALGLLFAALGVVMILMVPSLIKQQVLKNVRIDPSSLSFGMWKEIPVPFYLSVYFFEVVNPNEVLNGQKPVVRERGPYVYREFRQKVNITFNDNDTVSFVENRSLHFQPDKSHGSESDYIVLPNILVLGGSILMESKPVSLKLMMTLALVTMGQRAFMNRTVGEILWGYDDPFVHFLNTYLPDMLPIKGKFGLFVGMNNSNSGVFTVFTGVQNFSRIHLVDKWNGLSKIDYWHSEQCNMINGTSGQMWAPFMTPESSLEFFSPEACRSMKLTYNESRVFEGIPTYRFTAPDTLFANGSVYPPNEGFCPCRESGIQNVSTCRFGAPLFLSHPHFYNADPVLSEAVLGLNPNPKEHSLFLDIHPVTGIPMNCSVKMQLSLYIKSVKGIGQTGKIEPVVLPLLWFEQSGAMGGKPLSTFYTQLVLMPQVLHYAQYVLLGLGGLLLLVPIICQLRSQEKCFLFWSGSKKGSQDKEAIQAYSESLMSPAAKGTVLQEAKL
# PKA-R2B act = PKA-R2B complex activation | activation, % at 11.4 µM | P22694+P31323 | PKA-R2B holoenzyme dissociation, Cy5-IP20 fluorescence polarization; R2B truncated from residue 108, S112A mutant; 0% DMSO only, 100% 113 µM cGMP | hit rate 0.079% among 340,000;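 active means activation above a cutoff set at the mean over all compounds plus 3 SD, cut at about 18% in these data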;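 further: higher means more holoenzyme dissociation and a rise in polarization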
# * marks the source's active call; other numbers are inactive results; ? = inconclusive; . = no result given.
PKA-R1A activ,SR-BI HDL uptake,Arr AP2 block,dFosB act,PKA-R2B act,Pemphigus Ab inh,MITF act,NSD2 HMT inh,CDK5 p35 inh,SR-BI uptake up,SUMO Mot1 rescue,molecule
5,8,20,2,-18,.,.,1,3.9,-8,.,COCCNC(=O)CSc1nc2cc(OC)c(OC)cc2c(=O)n1CCC1=CCCCC1
-1,.,38,-6,4,94,-10,-1,1.2,.,-17,Cc1ccn2cc(CCNC(=O)COc3ccccc3)nc2c1
-13,14,-21,-1,-4,121,4,48,1.1,-14,.,CCOC(=O)C1(C)C=C(Nc2ccccc2)C(=O)N1c1ccccc1 (stereo not drawn)
5,16,4,3,7,108,-4,1,2.1,-16,-16,c1ccc(-c2nnnn2-c2ccccc2)cc1
-1,10,-5,-4,-18,105,5,0,0.3,-10,86,CN(C(=O)c1ccc(OC2CCN(Cc3ccccn3)CC2)cc1)C1CCCCC1
-8,65,-2,?,5,97,-10,-6,1.5,-65,143,Cc1ccc(/C=N/NC(=O)c2ccc(NC(=O)c3ccccc3Cl)cc2)o1
-3,-9,19,-10,-4,104,-10,0,1.2,9,-6,COc1cccc(OC)c1C(=O)OCC(=O)NCc1ccco1
-8,-13,23,2,-2,102,-14,-1,-1.1,13,-7,O=C(CNC(=O)C1COc2ccccc2O1)N/N=C\c1cccc(O)c1 (stereo not drawn)
16,8,6,-11,3,.,.,2,-2.8,-8,0,Cc1ccc(S(=O)(=O)N2CCC(C(=O)OCC(=O)N3CCc4ccccc43)CC2)cc1
-5,-14,12,-4,-2,.,-15,-3,-1.1,14,-3,COC(=O)c1ccccc1-c1ccc(/C=N/NC(N)=O)o1
-5,-21,-11,0,-6,102,12,.,-0.8,21,164,Cn1c(=O)c2c(SCc3c(F)cccc3Cl)nc(CC(C)(C)C)nc2n(C)c1=O
4,13,7,-7,11,100,71,7,4.3,-13,.,O=[N+]([O-])c1ccc(N/N=C2\CC3CC=CC23)cc1 (stereo not drawn)
-7,-3,-4,-8,4,127,-10,4,2.3,3,23,CCCCC1CCC(C(=O)Nc2ccc(S(=O)(=O)Nc3nccs3)cc2)CC1 (stereo not drawn)
7,-10,0,-2,-4,101,9,-1,-4.8,10,-22,Cc1ccn2c(C(=O)N/N=C\c3cccs3)c(C)nc2c1
-1,-25,-12,-3,-5,101,7,0,-0.3,25,-7,N#Cc1ccc(OCC(=O)OCC(=O)Nc2ccc(N3CCOCC3)cc2)cc1
10,16,1,-4,5,110,10,11,0.0,-16,-6,O=C(NCCN1CCCCCC1)C1CC(=O)N(CCc2ccccc2)C1 (stereo not drawn)
-6,16,-1,0,-5,113,0,3,2.3,-16,-6,S=C(Nc1ccc(Cl)cc1)N(CCCN1CCOCC1)Cc1ccco1
-5,4,11,2,-11,99,.,0,-0.6,-4,3,COc1ccc(OCC(=O)NN2Cc3ccccc3C2=N)cc1
-1,-17,27,-6,-1,109,-9,-1,1.6,17,-5,CC(=O)N1CCCc2ccc(NS(=O)(=O)c3ccc(C)cc3)cc21
8,-22,20,-10,-4,99,-2,1,-2.3,22,.,COc1ccc(NS(=O)(=O)c2ccc(N3CCOCC3)c(NC(=O)/C=C/C(=O)O)c2)cc1
.,-27,-14,-1,.,103,-6,-2,-0.8,27,-1,Cc1ccc(C)c(OCCn2cc(C(=O)O)c3ccccc32)c1
-10,46,11,-7,9,108,73,-4,0.7,-46,365,Cc1cc(C)c2c(N)c(C(=O)Nc3ccccc3Br)sc2n1
-2,-19,-1,-5,-4,103,6,-1,-2.0,19,.,CCCCc1nc(SCC(=O)Nc2ncccn2)n[nH]1
17,-8,-19,-11,9,112,-10,5,-0.3,8,15,C=CCN(CC=C)C(=O)c1cccc(OC2CCN(S(=O)(=O)N(C)C)CC2)c1
-6,-1,-19,-7,1,103,-4,0,-2.5,1,32,CC1=C(C(=O)OCC2CCCO2)C(c2coc3ccccc3c2=O)C2=C(CC(C)(C)CC2=O)N1 (stereo not drawn)
-7,-20,15,1,-5,115,.,-2,-1.3,20,12,Cc1ccc(S(=O)(=O)CC(=O)Nc2ccc(F)c(F)c2F)cc1
-4,.,23,1,0,102,.,9,0.2,.,-20,Cc1ccccc1OCC(=O)Nc1ccccc1NC(=O)c1ccco1
-2,28,11,0,5,160,5,-3,-0.7,-28,-12,O=C(CNC(=O)c1ccccc1Cl)N/N=C/C=C/c1ccccc1
-2,.,21,-6,0,126,5,0,0.6,.,9,CC(=O)N1C(=O)NC2=C(C(=O)CCC2)C1c1cccc([N+](=O)[O-])c1 (stereo not drawn)
4,17,5,-8,-10,111,33,-3,-0.3,-17,-5,O=C(NCCCCc1ccccc1)c1ccccc1Cl
-4,-5,8,-4,0,96,-11,5,-1.7,5,1,Cc1ccccc1CNC(=O)C(=O)Nc1nccs1
-5,-12,21,3,6,98,19,-2,-0.7,12,.,O=C(O)c1nnsc1-c1csnn1
8,-11,-10,-4,0,132,24,-4,-1.0,11,-3,BrCCOCCOc1ccc2ccccc2c1
3,-20,-24,4,-3,98,-10,-4,0.3,20,.,Cn1c(=O)c2[nH]c(CCCCc3nc4ccccc4[nH]3)nc2n(C)c1=O
-8,.,21,-3,3,94,-4,0,0.3,.,1,O=C(CC1C(=O)NCCN1C(=O)Nc1ccccc1)Nc1ccc2c(c1)OCO2 (stereo not drawn)
2,16,9,-9,-11,.,.,-9,-1.4,-16,-14,COc1ccc2c(c1)CC/C(=C\c1ccc(OC)c(Cn3nc(C)cc3C)c1)C2=O
-3,-10,-10,7,3,95,1,-1,0.4,10,-5,Cc1ccccc1OCC(=O)N(Cc1ccco1)c1c(N)n(Cc2ccccc2)c(=O)[nH]c1=O
-11,-6,1,-2,7,112,4,.,2.2,6,0,O=S(=O)(Nc1nc(-c2sccc2Cl)cs1)c1cc(Cl)ccc1Cl
-4,19,1,3,-4,96,-8,-3,-2.1,-19,-23,CC1(C)Cc2ccccc2-c2nc3ccccc3c(=O)n21
-18,-3,-5,-7,-5,93,-3,.,-0.1,3,-11,COc1ccc(C#Cc2ccc3c(c2)c(=O)c2ccccc2n3C)cc1
-11,-198,6,-5,-11,110,3,0,-7.3,?,-11,CC(=O)Nc1ccc(OCC(=O)NCc2ccc3c(c2)OCO3)cc1
2,-36,30,-1,4,129,-1,0,-2.0,36,-5,CC(=O)Nc1ccc(Br)cc1C(=O)C(=O)O
-5,-25,12,-2,-6,109,-9,0,0.4,25,-17,O=C(CN1CCN(c2ccc(F)cc2)CC1)Nc1ccc(F)c(F)c1
-8,-2,-2,-12,-2,87,25,-6,-1.5,2,10,Nc1ccc2nc3c(c(Cl)c2c1)CCCC3
1,.,26,-2,-12,102,1,1,-0.5,.,5,CCN(c1ccccc1)S(=O)(=O)c1ccc(OC)c(NS(=O)(=O)c2cccs2)c1
5,-13,6,3,0,109,5,0,0.9,13,0,CC1(C)CC(=O)C=C(NC2CC(C)(C)NC(C)(C)C2)C1
-3,7,-4,-23,0,98,-5,2,1.3,-7,612,COCc1nnc(NC(=O)c2ccc(S(=O)(=O)N(C)Cc3ccccc3)cc2)o1
2,2,2,-7,1,112,-8,-1,0.5,-2,.,CCN(c1ccccc1)S(=O)(=O)c1cccc(C(=O)NCC(c2ccc(F)cc2)N2CCOCC2)c1 (stereo not drawn)
3,-16,3,-9,2,81,7,3,-0.1,16,-7,Cc1ccc(C(=O)NCC(=O)OCC(=O)NC2CCCC(C)C2C)s1 (stereo not drawn)
-3,5,1,1,-9,83,-13,.,-0.4,-5,36,COC(=O)CSc1nc2ccc(N)cc2s1
-5,3,9,-12,-1,98,-6,-4,0.3,-3,-5,CC1(C)CC2(CCO1)CNC(=O)O2 (stereo not drawn)
-3,-1,23,5,2,94,2,-2,-0.9,1,-30,O=[N+]([O-])c1cc(S(=O)(=O)N2CCOCC2)ccc1NS(=O)(=O)c1ccccc1
1,-9,1,5,-6,101,-8,.,-0.2,9,7,CC1(c2nnc(-c3ccc(F)cc3)o2)CC(c2cccnc2)=NO1 (stereo not drawn)
-8,37,4,-8,-2,115,16,0,-1.6,-37,-15,O=C(Nc1ccc(C(=O)Nc2ccccc2Cl)cc1)c1cccnc1
0,2,-1,-3,-12,104,93*,2,2.0,-2,-28,O=C(NNC(=S)Nc1ccccc1Cl)c1ccccc1
-10,.,-2,8,0,94,10,-4,-0.8,.,-27,O=C(CCCCn1c(=O)[nH]c2ccsc2c1=O)NCCc1ccccc1
-7,-5,6,-2,-5,102,1,-1,0.9,5,-4,Cn1cc(CN2CCC(C(=O)Nc3cccc(-c4cscn4)c3)CC2)cn1
14,10,-6,-12,0,101,-4,0,3.4,-10,.,CCOC(=O)N1CCC(Nc2nc(OC)nc(OC)n2)CC1
-1,-9,26,-1,-4,100,-3,1,-1.6,9,-15,CCN(CC(=O)Nc1c(F)cccc1F)C(=O)/C=C/c1ccc(Br)s1
5,10,-5,-3,-2,97,37,-2,3.0,-10,12,CN(C(=O)COC(=O)c1ccc2c(c1)OCO2)C1CCCCC1

# Continued.
PKA-R1A activ,SR-BI HDL uptake,Arr AP2 block,dFosB act,PKA-R2B act,Pemphigus Ab inh,MITF act,NSD2 HMT inh,CDK5 p35 inh,SR-BI uptake up,SUMO Mot1 rescue,molecule
-7,-1,-19,-3,-14,105,-8,1,1.7,1,213,CCN(CC(=O)Nc1ccccc1C(F)(F)F)C(=O)c1cc(-c2ccccc2)nn1-c1ccccc1
-16,-26,1,-3,-7,110,-3,6,2.0,26,-3,OC(CNCc1ccccc1)Cn1ccc2ccccc21 (stereo not drawn)
5,-8,-1,-16,-3,79,44,-1,-4.0,8,-16,O=C1c2ccccc2C(=O)N1CCCc1c[nH]c2ccccc12
3,38,-4,-6,1,106,-68,0,-1.2,-38,-10,Cc1ccccc1C(=O)N1CCN(c2ccc(NC(=O)c3ccc4c(c3)OCCO4)cc2)CC1

# The order is random (roughly 4.7% active in at least one column).
